Bioassay records as filed in PubChem BioAssay.
HTRA1 inhibitor: HTRA1 (human) protease inhibition; 0.5% of 340,000 active; Q92743; recombinant HTRA1, FP-rhodamine activity-based probe, fluorescence polarization; AID 504803; inhibition, % at 5.96 µM; in the data active means inhibition above about 36%;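 further: 0% = enzyme with DMSO and 100% = wells lacking enzyme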
TDP2 inh: TDP2 (human) inhibition, absorbance primary screen; recombinant TDP2, T5PNP hydrolysis, p-nitrophenol absorbance 415 nm; O95551; inhibition, % at 12.8 µM; 0.34% of 370,000 active; AID 720702;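 active means inhibition above the mean of all tested compounds plus 3 SD, set per campaign, cut at about 25% in these data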;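 further: 0% = DMSO with enzyme and 100% = buffer with substrate but no TDP2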
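Test system: human TDP2 enzyme; Input: 120 nM TDP2 per well; Buffer or medium: Mg2+-containing Tris-HCl buffer, pH 7.5; Reagent: 5 mM T5PNP; Dosing: 12.8 µM single point, 1% DMSO; Incubation: reaction 2 h, 37 °C; Detection: p-Nitrophenol epi absorbance; Read-out: % inhibition relative to enzyme-containing and enzyme-free wells; Replicates: single well per compound.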
TCR CD3 inh: human TCR-CD3 binding inhibition; 0.37% of 360,000 active; inhibition, % at 9.4 µM; TAMRA-labeled TCR probe fluorescence, biochemical; in the data active means inhibition above about 19%;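 further: recombinant mutant TCR 2C K166C tagged with TAMRA read by polarization; 0% = receptor in buffer alone and 100% = receptor with positive control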
MBD2 DNA inh: blocks human MBD2 binding to methylated DNA | Q9UBB5 | TR-FRET, MBD2 binding to methylated oligonucleotide | inhibition, % at 4.4 µM | 0.31% of 370,000 active | AID 686964; in the data active means inhibition above about 13%
Target sequence (Q9UBB5 whole entry, looked up): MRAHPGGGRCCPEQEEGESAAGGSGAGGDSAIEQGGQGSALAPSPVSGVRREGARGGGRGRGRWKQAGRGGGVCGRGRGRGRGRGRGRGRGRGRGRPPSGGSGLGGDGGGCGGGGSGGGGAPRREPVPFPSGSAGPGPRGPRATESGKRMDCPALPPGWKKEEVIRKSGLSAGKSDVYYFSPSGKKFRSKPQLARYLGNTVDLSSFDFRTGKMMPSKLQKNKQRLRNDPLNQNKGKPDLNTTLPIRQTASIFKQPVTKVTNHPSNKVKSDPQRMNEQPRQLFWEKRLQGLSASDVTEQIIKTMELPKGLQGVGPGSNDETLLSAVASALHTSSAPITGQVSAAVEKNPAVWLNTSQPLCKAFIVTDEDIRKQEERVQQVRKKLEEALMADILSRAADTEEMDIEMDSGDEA
PRMT1 inh: PRMT1 (human) inhibition, primary screen; Q99873; inhibition, % at 2.79 µM; recombinant PRMT1, activity-based probe fluorescence polarization; 1.3% of 370,000 active;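 active means inhibition above about 21% made by adding two undisclosed values, limit read from the data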
LEDGF integ inh: blocks HIV-1 LEDGF/p75-dependent DNA integration; TR-FRET IN-LEDGF/p75 DNA integration, Eu/Cy5; inhibition, % at 3.7 µM; 0.64% of 370,000 active; AID 743269;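 active means inhibition above the screen-wide mean plus 3 SD, cut at about 13% in these data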;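 further: signal is the Cy5 over europium emission ratio at 671 and 618 nm; 0% = plate median of compound wells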
rCAG binder: r(CAG) repeat RNA binding. inhibition, % at 3 µM. 1.3% of 370,000 active. TO-PRO-1 dye displacement fluorescence;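 active means inhibition above the plate cutoff, the mean of all test compounds on that plate plus 3 SD, cut at about 35% in these data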;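 further: 0% = DMSO alone and 100% = 100 µM mitoxantrone as full dye displacement; higher means more dye released from RNA so lower well fluorescence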
SIAE inh: blocks human sialic acid acetylesterase; SIAE FP-Rh probe binding, fluorescence polarization; inhibition, % at 9.66 µM; 0.69% of 370,000 active; AID 1053197;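 active means inhibition above a cutoff: mean of compounds within the control limits plus 3 SD of those, cut at about 17% in these data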;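 further: 0% = plate median of compound wells and 100% = probe without SIAE protein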
NPR2 activator: GC-B (human) receptor activation | P20594 | HEK293-GC-B cells, CNP EC30, cGMP TR-FRET; 0% at EC30 CNP, 100% saturating CNP | activation, % at 10 µM | 0.11% of 370,000 active | AID 1920062;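 active means activation at 10 µM reaching about 35% in either raw or pattern-adjusted values, limit read from the data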
mABHD4 FP: inhibits mouse alpha/beta hydrolase domain 4; Q8VD66; purified mABHD4, FP-Rh probe fluorescence polarization; inhibition, % at 8.92 µM; 0.54% of 370,000 active; AID 720543;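 active means inhibition exceeding the mean over every tested compound plus 3 SD, cut at about 30% in these data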;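 further: 0% = plate median of compound wells and 100% = S159A mutant with DMSO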
Target sequence (Q8VD66 whole entry, looked up, the tested form may be a part): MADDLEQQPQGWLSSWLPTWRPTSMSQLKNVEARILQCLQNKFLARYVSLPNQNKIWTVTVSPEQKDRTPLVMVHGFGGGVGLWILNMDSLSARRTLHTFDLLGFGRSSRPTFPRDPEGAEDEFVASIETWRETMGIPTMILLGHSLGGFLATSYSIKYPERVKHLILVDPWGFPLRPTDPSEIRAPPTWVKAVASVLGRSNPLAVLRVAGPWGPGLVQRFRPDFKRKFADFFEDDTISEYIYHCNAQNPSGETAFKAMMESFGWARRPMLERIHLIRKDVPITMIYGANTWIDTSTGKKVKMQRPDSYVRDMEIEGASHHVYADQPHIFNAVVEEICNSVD
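Test system: mouse ABHD4 enzyme, wild type. Reagent: FP-Rh fluorescent activity-based probe, added after compound pre-incubation. Timing: pre-incubation 45 min, probe exposure 60 min, at 25 °C. Technique: FP readout, ex 525 nm / em 598 nm. Benchmarks: high control S159A mutant with DMSO, low control median of compound wells.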
Numbers without * were called inactive; / = not tested or not shown.

SMILES | HTRA1 inhibitor | TDP2 inh | TCR CD3 inh | MBD2 DNA inh | PRMT1 inh | LEDGF integ inh | rCAG binder | SIAE inh | NPR2 activator | mABHD4 FP
COC(=O)c1cc(C(=O)Nc2ccc(C)cn2)cc([N+](=O)[O-])c1 | 1.4 | 8.2 | -0.9 | 2.4 | -2.9 | 1.2 | -2.8 | 4.6 | -1.4 | -4.7
CCC(CC)NC(=O)c1cccc(NC(=O)C(C)C)c1 | 5.0 | 1.0 | -0.4 | 2.3 | -0.1 | -3.3 | -3.0 | 2.7 | 0.7 | 6.4
CCCS(=O)(=O)c1c(S(=O)(=O)CCC)c2ccc(C(N)=O)cn2c1C(=O)c1ccc(OC)cc1 | 2.3 | 10.5 | -1.2 | -0.3 | 0.9 | -4.0 | -0.5 | -4.6 | 55.7* | -2.5
Cc1cc(C)nc(/N=C(\N)N2CCCCC2)n1 | 1.7 | 1.6 | 5.2 | -6.1 | -6.8 | 2.2 | 0.9 | -3.4 | -2.4 | -5.5
COc1cc(OC)cc(N(C(=O)CNC(=O)c2cccs2)C(C(=O)NCC2CCCO2)c2ccc(OC)c(OC)c2)c1 (stereo unspecified) | -0.1 | -2.7 | 9.6 | -2.4 | -0.7 | 2.7 | -3.2 | 4.6 | 3.0 | -1.0
Cc1cc(Br)ccc1NC(=O)CSCc1c(C)noc1C | -3.5 | 1.5 | 7.2 | 0.6 | -2.2 | -1.2 | 2.7 | 2.6 | 0.6 | -4.2
CCOC(=O)C(C)Sc1nc(C2CC2)cc(C(F)(F)F)c1C#N (stereo unspecified) | -6.8 | 10.2 | -5.0 | 1.5 | 2.6 | 1.8 | -1.6 | 4.1 | -4.0 | -5.4
COCCCN(C(=O)Cn1ncc2c(=O)oc3ccc(C)cc3c21)C(C)c1ccncc1 (stereo unspecified) | 3.6 | 4.4 | -2.0 | 3.5 | 1.1 | -0.6 | -1.0 | -2.0 | 2.8 | 0.3
O=C(CN1C(=O)NC2(CCCC2)C1=O)OCCOc1ccccc1Cl | 2.4 | 6.7 | -5.6 | 1.3 | -0.3 | -1.0 | -9.1 | -1.5 | -0.7 | 1.5
Cc1ccc(C)c(N2CCN(CCCNC(=O)Cn3cc4c(n3)CCCCC4)CC2)c1 | 0.6 | -11.0 | -3.2 | -1.1 | -6.0 | 0.8 | 0.3 | 8.7 | -18.8 | 3.1
Cc1nn(C)cc1C(C)NC(=O)c1cc(COc2cccc3cnccc23)on1 (stereo unspecified) | 1.6 | -1.4 | -5.2 | -4.1 | 0.7 | 1.6 | -5.8 | 5.0 | -2.8 | 0.9
CC1(C)NC(=O)N(CC(O)CN(c2ccccc2)S(=O)(=O)c2ccccc2)C1=O (stereo unspecified) | -0.6 | -2.6 | 7.9 | -4.9 | 0.9 | 0.4 | -0.4 | -3.9 | -3.2 | -1.4
COC(=O)C1c2ccccc2-c2ccccc21 | -14.6 | 4.8 | 3.7 | 3.3 | -2.4 | 2.6 | 4.0 | 4.0 | 0.2 | -0.5
COc1cc(OC)c(C(=O)OCC(=O)Nc2nnc(-c3ccccc3)o2)cc1OC | 5.0 | 7.8 | 3.4 | 7.2 | 4.9 | 1.8 | 7.5 | 5.2 | -2.8 | 3.7
Cc1ccc(NC(=O)CC2SCCNC2=O)cc1[N+](=O)[O-] (stereo unspecified) | 5.4 | 11.1 | 5.5 | -4.3 | -1.3 | 5.3 | -0.5 | 2.2 | -1.4 | 2.3
COc1ccccc1/C=C/C=NC1C(=O)N(c2ccccc2)[N+](C)=C1C (stereo unspecified) | -6.6 | -8.4 | 9.4 | 0.4 | 2.3 | 0.4 | 2.2 | -2.5 | 0.7 | 3.9
CCc1ccc(NC(=O)Cn2c(SC)nc3ccccc32)cc1 | -12.0 | -3.6 | 3.3 | 4.4 | -3.2 | 1.1 | 3.3 | -7.6 | 0.8 | -7.9
O=S(=O)(NCCc1c[nH]c2ccccc12)c1ccccc1 | -10.4 | 5.5 | 0.3 | 2.8 | -2.0 | -0.3 | 0.5 | 0.4 | 0.4 | -0.4
CC(OC(=O)CCc1ccccc1)C(=O)Nc1ncc(Cl)cc1Cl (stereo unspecified) | 0.3 | -11.6 | 2.1 | 2.6 | -0.3 | -1.8 | -5.4 | 3.1 | 2.6 | -0.2
Nc1cc2ccccc2cc1NS(=O)(=O)N1CCCCC1 | / | -6.2 | 1.0 | 2.6 | 4.5 | 2.1 | 7.2 | 8.3 | -4.7 | 11.5
O=C1c2ccccc2C(=O)c2cc(S(=O)(=O)Nc3ccccc3)ccc21 | 8.3 | -5.7 | -1.6 | 2.6 | -0.5 | 3.0 | 28.2 | 4.7 | -3.8 | 39.9*
Cc1cnn(Cc2cccnc2)c1N | 2.5 | 1.1 | 3.5 | 4.7 | 0.2 | 1.3 | -1.3 | -1.7 | 4.2 | 0.5
O=C(OCC(=O)N1CCCc2ccccc21)c1cc(S(=O)(=O)N2CCOCC2)ccc1O | -1.5 | 9.1 | 2.2 | -2.1 | 0.9 | 0.5 | 11.8 | 4.0 | 6.6 | 8.4
COc1ccc(CC(=O)Nc2nc(-c3ccc(F)c(F)c3)cs2)cc1OC | -28.0 | -7.8 | -1.4 | -5.0 | 3.3 | -3.5 | 3.1 | -17.2 | 5.8 | -38.0
CSc1cc(C)nc(N(C)C(C)=O)n1 | 1.3 | -3.8 | 1.0 | 1.5 | -3.1 | -2.5 | -1.2 | -3.2 | 0.8 | 2.5
Nc1ccc(C#Cc2c(-c3ccsc3)oc3ccc(N4CCOCC4)cc23)cc1 | 17.0 | -4.1 | -1.8 | -2.8 | 0.9 | 1.5 | 21.0 | 11.2 | -1.5 | 6.4
COc1ccc(CNC(=O)C2CCN(S(=O)(=O)c3ccc4nc5c(c(C(=O)O)c4c3)CCCC5)CC2)cc1 | -1.7 | 5.5 | -5.6 | 1.1 | 1.2 | 1.1 | 19.0 | 3.5 | -1.5 | 2.5
COc1cccc(NC(=O)CSc2ncc(S(=O)(=O)c3ccccc3)c(=O)[nH]2)c1 | -2.8 | 6.7 | -6.6 | 0.9 | 3.0 | -3.9 | 20.0 | -3.9 | 1.5 | -5.7
CCN(CC(=O)Nc1c(F)cccc1F)C(=O)c1ccc(OCc2c(C)noc2C)cc1 | -1.8 | 5.4 | -5.7 | 3.9 | 0.6 | 1.6 | -1.6 | 1.6 | 1.1 | 2.8
CCOC(=O)CSc1nnc(CNC(=O)c2ccc(OC)cc2OC)n1C | 8.3 | 2.6 | 3.9 | 6.3 | -2.4 | 0.8 | -2.7 | -1.5 | 6.2 | -2.6
Cc1c(CN2CCc3c([nH]c4ccccc34)C2C2CCCCC2)cnn1C (stereo unspecified) | -7.2 | 0.1 | 4.2 | 1.0 | -1.4 | 0.1 | -6.3 | 6.8 | -10.0 | -1.2
CCc1nc2c(OCCC3CCCCC3)cccn2c1N(C)C(=O)c1ccccc1F | / | -11.3 | -5.1 | -5.0 | 4.1 | -8.9 | 8.0 | 1.1 | 4.6 | 12.1
COC(=O)CNC(=O)C(C)NC(=O)CNC(=O)OCc1ccccc1 (stereo unspecified) | 1.8 | -11.1 | -0.2 | -2.5 | -1.0 | -5.6 | 0.5 | -4.9 | 1.0 | -3.9
CC(=O)Nc1ccc(S(=O)(=O)NCc2nnnn2-c2ccc(Cl)cc2)cc1 | -1.8 | -1.9 | -7.0 | -1.6 | -2.7 | 0.0 | 5.4 | 3.6 | -1.9 | 2.4
COC(=O)CN(c1ccc(OC)cc1)S(=O)(=O)c1ccc(OC)c(OC)c1 | 2.6 | -7.7 | 3.4 | -3.9 | -2.7 | -1.8 | -3.8 | -3.5 | -6.6 | -7.0
CCOC(=O)[C@H]1[C@H]2COc3ccccc3[C@@H]2N2C(=O)c3cc(F)c(F)cc3NC(=O)[C@@]12C | -10.0 | 2.9 | 5.2 | 1.1 | -2.4 | -2.2 | -3.7 | 0.4 | 2.0 | -5.6
COc1ccccc1NCC(=O)n1nc(C)cc1C | 1.4 | -12.1 | -13.3 | 4.2 | 10.4 | 1.1 | -0.5 | -2.5 | -0.3 | -10.2
N#Cc1nc(COc2ccc(Br)cc2)oc1N1CCCCCC1 | -16.9 | 2.2 | -2.6 | 1.5 | -1.2 | -1.8 | 1.6 | 0.3 | 1.9 | -4.7
Cn1c(N)c(C(=O)COC(=O)c2cccc(S(=O)(=O)N3CCOCC3)c2)c(=O)n(C)c1=O | 0.3 | -3.5 | 2.9 | 2.1 | -4.4 | -0.4 | 0.9 | 0.8 | -0.5 | 9.1
CC(C)CN(CC(C)C)CC(O)COc1ccccc1Br (stereo unspecified) | -11.2 | -6.4 | 5.1 | -4.8 | -1.1 | -1.7 | -2.9 | -1.2 | -2.5 | -2.5
Cc1oc(-c2ccccc2)nc1C(=O)OCC(=O)NCc1ccccc1 | -4.7 | -10.3 | -14.2 | 3.9 | 9.9 | -4.0 | 9.7 | -1.9 | -2.1 | -5.9
COc1ccccc1N(C)S(=O)(=O)c1ccc(C(=O)OCC(=O)NCC(F)(F)F)cc1 | 1.6 | -4.2 | 3.2 | -1.6 | 2.5 | -2.5 | -4.1 | -4.6 | 1.9 | -2.5
COc1cc(NC(=O)CCc2ccccc2)nc(OC)n1 | -2.9 | 3.9 | 6.0 | -3.6 | 2.8 | 2.6 | -0.4 | -1.5 | -1.0 | -3.0
Cn1c(C(=O)NCc2cccs2)cc2c(=O)n(C)c3ccccc3c21 | -4.6 | 0.4 | 1.8 | 4.1 | 2.5 | -0.7 | 1.8 | 2.0 | 3.4 | 0.6
CC(=O)C(Cc1ccc(Cl)nc1)Cc1ccc(Cl)nc1 | 0.3 | 2.4 | -0.8 | -1.2 | 5.0 | -2.6 | -2.8 | -9.6 | 5.7 | -2.8
Cc1cccc(C)c1OCC(=O)Nn1c(COc2ccccc2)nc2ccccc2c1=O | -19.3 | 5.7 | -2.6 | 1.9 | 1.5 | 1.7 | 5.1 | -9.5 | 2.1 | -12.6
CCOC(=O)CCc1c(C)nc2c(c(C)nn2-c2ccccc2)c1C | 0.4 | 6.1 | -3.1 | -3.8 | -3.4 | 3.4 | 1.4 | -0.1 | -7.2 | -4.1
Cc1ccc(C(=O)NCCNC(=O)CN2CCCC2)cc1 | -1.1 | -11.2 | 6.9 | 0.4 | -0.6 | 4.8 | -0.5 | -0.6 | 0.3 | -2.4
CC(=O)c1ccc(N2CCN(C(=S)NCCCN(C)C)CC2)cc1 | 3.9 | -2.7 | 3.8 | 1.1 | -1.5 | 4.8 | -3.4 | 6.8 | 5.3 | 1.7
COc1ccc(C(=O)NCc2ccccc2OC)c(OC)c1 | -6.5 | 9.3 | 4.1 | -1.3 | -1.9 | -3.6 | -2.5 | 6.4 | 1.4 | 4.0

A portion of the library, so the mix of outcomes need not match the whole.
